Screening data: PubChem BioAssay, several laboratories
Vc quorum ag = inducers of Vibrio cholerae quorum light production without autoinducers, primary screen, BH1578 luxS cqsA deficient, single point. activation, % at 18.7 µM. V. cholerae BH1578 lux reporter, luminescence, 6 h. 350,000 compounds, 0.16% hits; in the data active = activation mostly above about 9.7%, no sharp cut-off; inconclusive = no clear call, values can overlap the other calls; inactive = mostly below about 3.7%; note: not every result past the cut was called active; inactives centre near 0; reference of the scale not given here
Yp Topo-I inh = Yersinia pestis topoisomerase I inhibitors, primary screen, biochemical, cleavage product accumulation, plate reader, single point; DNA topoisomerase I (Yersinia pestis CO92); Y. pestis Topo-I cleavage product accumulation; activity, % at 10 µM; 360,000 compounds, 0.064% hits; in the data active = activity above about 50%, passing the limit was not always enough; inconclusive = no clear call, values can overlap the other calls; note: inactives centre near 2
PriA SSB inh = inhibitors of Klebsiella pneumoniae PriA binding to SSB C-terminal tail, primary screen, biochemical, AlphaScreen; 430,000 compounds, 0.6% hits; inhibition, % at 33 µM; AID 1272365, 2023; AlphaScreen SSBct-PriA binding, biotinylated peptide; PriA–SSB C-terminal tail interaction (Klebsiella pneumoniae); in the data active = inhibition mostly above about 37%, no sharp cut-off; inactive = mostly below about 20%;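 note: plate controls were negative control peptide for no effect and reference peptide for full effect; strong numbers were not always called active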
Anthrax LF inh2 = Bacillus anthracis LF protease inhibitors, primary screen, biochemical, multiplex microsphere, MLPCN library; AID 588501, 2011; inhibition, % at 10 µM; Lethal factor (Bacillus anthracis), P15917; 360,000 compounds, 0.12% hits; multiplex microsphere protease cleavage assay; note: plate controls were buffer without enzyme for full effect and enzyme alone for no effect
Target sequence (P15917 whole entry, looked up): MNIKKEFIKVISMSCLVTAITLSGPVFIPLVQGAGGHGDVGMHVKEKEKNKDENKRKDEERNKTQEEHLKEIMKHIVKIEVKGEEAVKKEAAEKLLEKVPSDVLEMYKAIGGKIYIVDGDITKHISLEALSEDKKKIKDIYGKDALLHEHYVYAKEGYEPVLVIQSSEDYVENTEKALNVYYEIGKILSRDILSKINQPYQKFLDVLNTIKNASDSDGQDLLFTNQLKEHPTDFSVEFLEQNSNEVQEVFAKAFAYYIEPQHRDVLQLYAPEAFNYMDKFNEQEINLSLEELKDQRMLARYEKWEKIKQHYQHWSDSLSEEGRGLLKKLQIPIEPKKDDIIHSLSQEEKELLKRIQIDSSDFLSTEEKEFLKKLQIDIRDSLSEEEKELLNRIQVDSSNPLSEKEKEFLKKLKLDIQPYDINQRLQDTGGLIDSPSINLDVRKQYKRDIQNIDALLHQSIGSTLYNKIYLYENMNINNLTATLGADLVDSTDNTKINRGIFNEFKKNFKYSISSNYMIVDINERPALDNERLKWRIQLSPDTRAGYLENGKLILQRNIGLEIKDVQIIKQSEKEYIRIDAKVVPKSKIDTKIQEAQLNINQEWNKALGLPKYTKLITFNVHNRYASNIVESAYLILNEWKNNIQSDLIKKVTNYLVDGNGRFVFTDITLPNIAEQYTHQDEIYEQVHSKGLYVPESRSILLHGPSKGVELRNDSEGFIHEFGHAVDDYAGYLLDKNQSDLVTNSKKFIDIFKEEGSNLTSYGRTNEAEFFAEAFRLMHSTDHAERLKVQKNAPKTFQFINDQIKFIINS
TcdB GH inh = TcdB glycohydrolase inhibitors, primary screen, biochemical, single point, plate reader. TcdB glycohydrolase enzymatic assay. inhibition, % at 9.99 µM. 350,000 compounds, 0.24% hits. AID 652162, 2013; in the data active = inhibition above about 10%
SARS 3CLpro inh = SARS-CoV 3CLpro protease inhibitors, primary screen, biochemical, quenched FRET; inhibition, % at 6 µM; 290,000 compounds, 0.14% hits; recombinant SARS-CoV 3CLpro, quenched FRET peptide cleavage; Replicase polyprotein 1ab (Severe acute respiratory syndrome coronavirus), P0C6X7; AID 1706, 2009; in the data active = inhibition above about 12%
PfHsp40 rescue = rescue of yeast from PfHsp40 toxicity, primary screen, S. cerevisiae, ATP luminescence | S. cerevisiae expressing PfHsp40, growth rescue | growth rescue, % at 12.5 µM | 340,000 compounds, 0.68% hits | AID 504582, 2011; in the data active = growth rescue above about 28%, passing the limit was not always enough; inconclusive = no clear call, values can overlap the other calls;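 note: yeast W303a lacking pdr1 and pdr3 grown in galactose medium; growth measured after three days at 30 °C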
PrPC TRFRET = inhibitors of human cell surface prion protein PrPC, primary screen, cell-based, TR-FRET; inhibition, % at 13.8 µM; TR-FRET read-out; Major prion protein (Homo sapiens), P04156; 370,000 compounds, 0.43% hits; in the data active = inhibition above about 24%; note: 0% = median of the test wells and 100% = reference compound wells
BoNT-A LC inh2 = BoNT/A light chain protease inhibitors, primary screen, biochemical, flow cytometry, MLPCN library; inhibition, % at 10 µM; multiplex microsphere protease substrate cleavage; AID 588499, 2011; 360,000 compounds, 0.17% hits; Botulinum neurotoxin type A light chain protease (Clostridium botulinum A str. ATCC 3502); note: plate controls were buffer without enzyme for full effect and enzyme alone for no effect
* = called active by the depositor; i = inactive; ? = inconclusive; . = not tested or not shown; & = joins results of further samples. Cut-off read from the data, not from the text of the source, unless noted: active = inhibition above about 30%; inconclusive = no clear call, values can overlap the other calls; inactive = below that. These rows are one share of the data, so the mix of outcomes need not match the whole.

Every second line gives: Vc quorum ag, Yp Topo-I inh, PriA SSB inh, Anthrax LF inh2, TcdB GH inh, SARS 3CLpro inh, PfHsp40 rescue, PrPC TRFRET, BoNT-A LC inh2
CCCCn1c(N)c(N(CC(C)C)C(=O)CSc2ccc([N+](=O)[O-])cc2)c(=O)[nH]c1=O
  -1.4, 2.3, 14.8, 1.3, -3.5, ., -0.1, -5.8, -1.0
CC1(C(=O)Nc2ccc3c(c2)OCO3)CCN1C(=O)C1(c2ccc(Cl)cc2)CC1 (stereo not given)
  -7.7, 31.7, ., -0.3, -0.3, ., ., -6.8, -0.6
COc1ccc(C#Cc2ccc3c(c2)O[C@H](CN(C)C(C)=O)[C@H](C)CN([C@@H](C)CO)S3(=O)=O)cc1
  3.1, 35.9, ., 8.1, 0.7&-1.0, ., ., -2.3, 0.2
CCC(=O)Nc1cccc(-c2cn3cccc(C)c3n2)c1
  -0.4, -8.5, -7.3, ., 2.1, 1.9, 0.4, -3.2, .
O=C(COC(=O)c1ccc(Cl)c(S(=O)(=O)N2CCOCC2)c1)Nc1ccc2[nH]c(=O)[nH]c2c1
  0.6, -5.2, 4.3, -4.9, 2.0, ., -0.6, 6.7, -0.2
COc1cccc(-c2noc(C3CCCN(C(=O)c4ccc(F)cc4F)C3)n2)c1 (stereo not given)
  -0.5, 32.2, -10.7, ., 2.4, 0.0, -0.2, -0.3, .
CCOC(=O)c1cn(CC)c2ccc(S(=O)(=O)N3CCC(C)CC3)cc2c1=O
  -5.6, 4.3, -3.5, -2.8, ., 2.3, -0.6, 7.1, 0.4
COc1ccc(S(=O)(=O)n2nc(-c3ccc(Cl)cc3)cc2N)cc1OC
  -0.2, -3.4, -7.6, -3.2, 1.7, 4.8, 0.4, 10.0, -0.6
COc1ccc(S(=O)(=O)N2CCN(Cc3ccccc3)CC2)cc1OC
  -0.8, -0.5, -11.3, -7.5, -0.1, 3.3, -1.1, 4.1, -2.4
CCOC(=O)c1nn(-c2ccc(OCC)cc2)c(C)c1C(C)=O
  -0.2, 4.2, 1.3, -0.9, 0.5, 8.2, -0.7, -0.7, 0.6
O=C(O)c1cccc(N2C(=O)C3CC=C(Cl)CC3C2=O)c1 (stereo not given)
  -0.2, 5.6, -13.0, -8.5, -0.3, -2.0, -0.5, -4.5, -1.6
O=C(COc1ccc([N+](=O)[O-])cc1)N1CCN(c2nnc(-c3ccccc3)c3ccccc23)CC1
  -0.2, -1.2, -19.2, 4.3, -2.2, -1.2, -0.9, 7.3, 0.0
COc1ccccc1NC(=O)CN1C(=O)CCS(=O)(=O)c2ccccc21
  5.6, 1.6, -15.4, -3.5, ., 3.7, -0.8, -1.0, -0.7
CC(C)OC(=O)Cc1ccccc1
  0.9, 5.8, 7.9, -10.7, 0.6, ., 0.2, -1.2, -0.3
COc1cc(C2c3c(n[nH]c3C)C(=O)N2c2ccc(Br)cc2)ccc1O (stereo not given)
  1.6, -2.9, 10.2, 0.4, ., -1.4, 0.0, 4.9, 0.0
Cc1cccc(CCNc2nc3ccccc3n3nnnc23)c1
  i, 2.1, -6.2, 1.3, ., 2.3, 0.2, -3.3, -1.1
Nc1cccc2c1C(=O)N(C(=O)/C=C/c1cccc(F)c1)C2=O
  -0.3, -2.0, -2.5, -4.7, -8.0, -1.2, -1.5, 4.4, -0.7
CCOc1ccc(NC(=O)NC2CCOC(C)(C)C2)cc1 (stereo not given)
  -1.1, -1.3, -11.6, 4.1, ., -1.4, 0.9, 0.5, 0.1
CCOC(=O)Cc1csc(NC(=O)c2cccc(N3C(=O)CCC3=O)c2)n1
  i, 7.4, -8.3, -1.7, ., 1.9, -0.8, -1.3, 0.8
CNC(=O)c1ccc(NC(=O)c2cc(S(=O)(=O)N3CCOCC3)ccc2N2CCCC2)cc1
  i, -1.2, 5.3, -8.4, 0.2, ., -0.7, -5.5, -0.9
CCCOc1ccc2oc(=O)c3c(c2c1)CCCN3C(=O)CN1CCc2ccccc2C1
  i, 7.2, -1.2, -2.5, ., -6.4, -0.4, -8.0, 0.3
O=C(OCCCN=C1NS(=O)(=O)c2ccccc21)c1ccccc1F
  -2.2, -4.2, -1.3, -11.3, ., -3.1, -0.2, -4.2, 3.4
COc1ccccc1N1C(=O)c2ccc(C(=O)Nc3ccc(F)cc3)cc2C1=O
  -0.8, 1.6, -7.8, 12.7, -0.3, 1.2, 0.8, 12.1, -5.3
O=C(NC1CC1)c1c(O)c2ccccc2[nH]c1=O
  i, -1.7, 3.4, -18.1, 0.9, 3.8, 1.0, -3.8, 0.3
COC(=O)C(Sc1nc(C)cc(C)c1C#N)c1ccccc1 (stereo not given)
  0.9, 21.4, -36.9, -7.6, ., 2.0, -0.4, 5.9, -0.5
CC(=O)Nc1ccc(N(CC(O)Cn2c3ccccc3c3ccccc32)S(=O)(=O)c2ccc(C)cc2)cc1 (stereo not given)
  i, 3.5, 6.1, -0.3, 0.1, 5.0, 0.8, -6.8, -1.2
N#C/C(=N\Nc1ccccc1)C(=N)N1CCCCCC1
  0.0, 1.5, ., -4.2, 0.2, 4.9, -0.5, -9.3, ?
O=C1CN(C(=O)COC(=O)CCCOc2ccccc2)c2ccccc2N1
  -0.9, 3.8, -1.6, 3.4, -0.6, 0.9, -0.7, -3.7, -1.8
O=C(Oc1cc(Cl)ccc1Cl)C1=CC=CN2CCS(=O)(=O)N=C12
  -4.2, 1.8, 2.5, 0.6, -1.5, ., 0.8, 1.6, -1.8
O=C(c1ccccc1F)N1CCCC(C(=O)N2CCN(c3ccccc3)CC2)C1 (stereo not given)
  -0.4, -5.4, -8.6, -5.5, 2.0, -1.1, 0.5, -2.0, -0.4

Single records, as listed above. Order of screens: Vc quorum ag | Yp Topo-I inh | PriA SSB inh | Anthrax LF inh2 | TcdB GH inh | SARS 3CLpro inh | PfHsp40 rescue | PrPC TRFRET | BoNT-A LC inh2
Record of COC(=O)C(Sc1nc(C)cc(C)c1C#N)c1ccccc1 (stereo not given) : 0.9 | 21.4 | -36.9 | -7.6 | . | 2.0 | -0.4 | 5.9 | -0.5
Record of CCOc1ccc(NC(=O)NC2CCOC(C)(C)C2)cc1 (stereo not given) : -1.1 | -1.3 | -11.6 | 4.1 | . | -1.4 | 0.9 | 0.5 | 0.1

Among those listed so far, 2 have a cyano group.
Every second line gives: Vc quorum ag, Yp Topo-I inh, PriA SSB inh, Anthrax LF inh2, TcdB GH inh, SARS 3CLpro inh, PfHsp40 rescue, PrPC TRFRET, BoNT-A LC inh2
COC(=O)C(Sc1nc(C)cc(C)c1C#N)c1ccccc1 (stereo not given)
  0.9, 21.4, -36.9, -7.6, ., 2.0, -0.4, 5.9, -0.5
N#C/C(=N\Nc1ccccc1)C(=N)N1CCCCCC1
  0.0, 1.5, ., -4.2, 0.2, 4.9, -0.5, -9.3, ?

Later entries.
SMILES,Vc quorum ag,Yp Topo-I inh,PriA SSB inh,Anthrax LF inh2,TcdB GH inh,SARS 3CLpro inh,PfHsp40 rescue,PrPC TRFRET,BoNT-A LC inh2
CC1(C(=O)Nc2cccc(OC(F)(F)F)c2)Cc2c(-c3cccc(C(N)=O)c3)ccnc2O1 (stereo not given),-1.2,3.6,.,-6.0,1.8,.,.,-2.7,-0.4
Cc1ccccc1OCc1ccc(C(=O)N2CCOCC2)o1,-1.6,1.4,-10.6,0.5,1.5,2.3,2.0,5.0,-0.8
COc1cccc(/C=C/C(=O)OCC(=O)NCc2ccco2)c1,-0.2,-4.2,9.0,-1.3,.,-0.3,-0.6,-2.8,-0.2
CCOC(=O)N1CCN(C(=O)C(=O)NNC(=O)COc2ccc(Cl)c(C)c2)CC1,i,0.2,-8.6,-0.9,.,-1.4,-0.4,1.1,-0.3
CCOC(=O)C(C)Sc1ncnc2nc[nH]c12 (stereo not given),i,2.8,-10.5,-2.9,.,2.7,0.8,-4.4,?
CCCCn1c(N)c(N(CCOC)C(=O)c2cc(-c3ccc(OC)c(OC)c3)nc3ccccc23)c(=O)[nH]c1=O,-1.2,5.0,-4.7,-0.4,1.5,.,0.1,-1.3,-5.3
C=CC[C@H](CC(=O)N(CCO)Cc1ccccc1)C(=O)NC[C@H](OC(=O)[C@@H](CC=C)CC(=O)OC(C)(C)C)c1ccccc1,-0.4,17.6,3.1,0.5,0.7,.,5.3,-1.6,-0.1
COc1ccccc1N(C)S(=O)(=O)c1ccc(C(=O)NC(C)(C)C)cc1,-5.6,0.0,-0.9,-6.9,.,3.2,0.0,-0.8,-1.0
CN(C)S(=O)(=O)c1ccc(Cl)c(C(=O)OCC(=O)NC(=O)c2cccn2C)c1,-0.3,-5.0,-4.3,0.7,0.7,-0.5,-0.9,5.6,-0.7
CN1CC(c2ccc(Cl)c(Cl)c2)[C@@]2(COc3ccccc3C2=O)[C@@]12C(=O)Nc1ccccc12 (stereo not given in full),i,3.2,.,-1.9,.,-4.6,-0.2,-0.2,-1.2
CC(=O)C1=CCC(c2ccccc2)N(S(=O)(=O)c2ccc(Cl)cc2)C1 (stereo not given),.,.,.,-4.1,3.7,.,.,4.5,-1.3
COC(=O)C1=C(NC(=O)c2ccccc2C)CCS1,i,4.4,-1.2,-3.2,1.8,2.0,-0.6,-9.4,-0.9
CCOc1ccc(NS(=O)(=O)c2ccc3c(c2)oc(=O)n3C)cc1,-0.2,-3.4,-1.1,1.8,.,2.6,0.6,7.7,0.7
COc1ccccc1OCCC(=O)OCC(=O)NC(C)c1ccccc1 (stereo not given),-0.3,4.3,-6.2,0.2,1.0,2.9,0.0,-5.0,-0.2
O=C(O)c1n[nH]c2c1CCCC2,-5.6,-4.5,-10.4,-7.5,.,-1.4,-0.5,-2.2,-0.1
O=C(Cc1ccccc1)Nc1cccc(C(=O)N/N=C/c2ccco2)c1,-0.3,-6.5,.,0.9,.,1.6,-0.4,2.4,0.6
Cc1cccc(C)c1NC(=O)CN(C)CC(=O)N1CC(=O)Nc2ccccc21,4.5,1.1,-9.4,-4.7,1.3,.,0.5,5.7,0.0
C1=NCCCN2CCCCC12 (stereo not given),i,9.9,.,2.6,4.6,.,.,-1.8,0.0
